# N370S GC – qHTS Assay for Inhibitors and Activators of N370S glucocerebrosidase as a Potential Chaperone Treatment of Gaucher Disease; Lysosomal acid glucosylceramidase (Homo sapiens), P04062; N370S GC spleen homogenate, 4MU-glucoside fluorescence; Potency, µM (highest dose often 59.4 µM), for the others: top-dose activity change, negative = inhibition, usual class: inhibitors; 330,000 compounds, 0.092% hits; active = well fitted inhibition curve with a large enough effect; inconclusive = small, poorly fitted or top-dose-only effect, or effect the other way, or another doubt; inactive = no such curve, though single readings can be large or run the other way;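 also: 0% = full enzyme activity and -100% = no enzyme basal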
# Starred values were filed as active, the others as inactive; u = inconclusive; [ ] = another dose, or the depositor's remark. Potency is read from the fitted curve at half-maximal effect.
SMILES,N370S GC
O=c1c(-c2ccc(F)cc2)nc2cnc(N3CCNCC3)nc2n1Cc1cccs1,-10.7%
COCCNC(=O)/C(C#N)=c1\s/c(=C\c2ccccc2OC(F)F)c(=O)n1Cc1ccccc1,-5.1%
N#CCCn1c(=O)c(CCc2ccccc2)nc2cnc(Oc3cccc(Cl)c3)nc21,3.1%
COCCn1c(=O)c(CCc2ccccc2)nc2cnc(OCc3ccccc3)nc21,u
C=C1[C@@H](C)C2[C@H](Cc3ccccc3)NC(=O)[C@]23OC(=O)CC[C@H](O)CCC[C@H](C)C/C=C/[C@H]3[C@@H]1O (stereo partly drawn),-21.3%
N#CCCn1c(=O)c(-c2ccc(Cl)cc2)nc2cnc(N3CCOCC3)nc21,17.7%
CCNc1ncc2nc(-c3cccs3)c(=O)n(-c3ccc(OC)cc3)c2n1,13.7%
Cc1nc2cnc(N(C)C)nc2n(C)c1=O,15.4%
O=C(c1cnccn1)N1CCC2(CCCN(Cc3ccccc3)C2)CC1,0.1%
COc1ccccc1-c1ccc2ncnc(N(C)Cc3ccco3)c2c1,-2.0%
COc1ccc(Nc2ncc3nc(-c4cccs4)c(=O)n(Cc4cccc(OC)c4)c3n2)cc1,9.2%
O=C(c1cnccn1)N1CCC2(CCN(Cc3ccncc3)CC2)CC1,-0.6%
O=C(Nc1cccc(F)c1)N1CC2(CCN(C(=O)c3csnn3)CC2)C1,9.5%
COCC(=O)N1CCC[C@@]2(CCN(C(=O)Nc3ccc(OC)cc3)C2)C1,-0.2%
Cn1c(=O)c(-c2ccccc2)nc2cnc(Oc3ccccc3)nc21,14.9%
COc1ccc(-c2nc3cnc(Oc4ccccc4)nc3n(CCC#N)c2=O)cc1,23.4%
O=C(C1CCN(c2ncnc3c2sc2cccc(F)c23)CC1)N1CCCC1,21.9%
CN1CCc2c(sc(NC(=O)c3ccc(S(=O)(=O)N4CCc5ccccc54)cc3)c2C(N)=O)C1,-24.8%
Cc1noc(C)c1C(=O)N1CCC2(CCCN(Cc3ccccc3)C2)CC1,1.3%
O=C(Nc1cccc(F)c1)N1CCCC2(CCN(C(=O)c3csnn3)CC2)C1,2.8%
COc1ccc(C(=O)N2CCC3(CCCN(c4ccc(-c5ccccc5)cc4)C3)CC2)cc1,21.2%
COc1ccc(-n2c(=O)c(-c3cccs3)nc3cnc(N4CCN(C)CC4)nc32)cc1,-28.0%
COc1cccc(C(=O)CC(=O)C(=O)Nc2cc(OC)c(OC)c(OC)c2)c1,-9.4%
COCC(=O)N1CCC[C@@]2(CCN(c3ccncc3)C2)C1,1.3%
COc1ccccc1CNc1ccnc(-c2ccc(C(=O)N(C)C)cc2)n1,-9.5%

# A few values from the list:
# Result of `O=c1c(-c2ccc(F)cc2)nc2cnc(N3CCNCC3)nc2n1Cc1cccs1` under N370S GC: -10.7%
# Result of `COc1ccccc1-c1ccc2ncnc(N(C)Cc3ccco3)c2c1` under N370S GC: -2.0%
# Result of `COCC(=O)N1CCC[C@@]2(CCN(C(=O)Nc3ccc(OC)cc3)C2)C1` under N370S GC: -0.2%

# (list continues)
SMILES,N370S GC
CN(C)c1ncc2nc(-c3cccs3)c(=O)n(CCc3ccccc3)c2n1,17.6%
COc1ccc(-n2c(=O)c(CCc3ccccc3)nc3cnc(N4CCNCC4)nc32)cc1,-22.9%
COc1ccc(NC(=O)N2CC3(CCN(C(=O)c4cccc(F)c4)CC3)C2)cc1,-7.6%
FC(F)(F)c1ccccc1-c1nc(NC2CC2)c2ccccc2n1,u
O=C(c1ccco1)N1CCC2(CC1)CN(c1ccccc1)C2,13.3%
Cn1cccc1C(=O)N1CCC2(CCCN(C(=O)Nc3cccc(C#N)c3)C2)CC1,-1.7%
CC(C)CN1CCC2(CC1)CCN(C(=O)c1cc(C(F)(F)F)cc(C(F)(F)F)c1)CC2,-21.2%
CCNc1ncc2nc(C)c(=O)n(Cc3cccc(OC)c3)c2n1,10.6%
COc1ccccc1-c1ccc2ncnc(N3CCOCC3)c2c1,24.7%
COCCn1c(=O)c(C)nc2cnc(Nc3ccccc3)nc21,-2.1%
COc1ccccc1CNc1ccnc(-c2ccc3c(c2)OCO3)n1,u
COc1cccc(Cn2c(=O)cnc3cnc(N(C)C)nc32)c1,-2.2%
COc1ccccc1-c1ccc2ncnc(NCCNC(C)=O)c2c1,-18.0%
O=C(c1cccc(F)c1)N1CCC2(CC1)CCN(c1ccccn1)CC2,5.3%
O=C(c1cnccn1)N1CCC2(CCCN(c3ccccc3)C2)CC1,-1.9%
CC(=O)N1CCC2(CC1)CCN(c1cccc(-c3ccccc3)c1)CC2,3.5%
O=C(c1ccco1)N1CCC2(CC1)CCN(c1ccccn1)CC2,7.4%
O=C(c1ccco1)N1CCC2(CC1)CN(Cc1cc(C(F)(F)F)cc(C(F)(F)F)c1)C2,-8.5%
CNc1nc(-c2cccc(C#N)c2)nc2ccccc12,-27.5%
c1ccc(CNc2ncnc3ccc(-c4cccnc4)cc23)cc1,-7.1%
COc1ccc(C(=O)N2CCC3(CCN(CC(C)C)CC3)CC2)cc1,-2.9%
CC(C)NC(=O)N1CC2(CCN(C(=O)c3ccncc3)CC2)C1,2.7%
COCCn1c(=O)c(-c2cccs2)nc2cnc(Oc3ccc(OC)cc3)nc21,9.4%
Cc1cc2c(c(=O)n1-c1ccccc1)C1O[C@](c3ccsc3)(Cc3ccccc31)O2,-12.5%[12.8 µM]
Cn1c(=O)c(-c2cc(F)cc(F)c2)nc2cncnc21,-0.7%
# (listing goes on)
SMILES,N370S GC
O=C(O)c1ccc(N[C@@H]2OC[C@@H](O)[C@@H](O)[C@@H]2O)cc1,-7.8%
Cc1noc(C)c1-c1ccc2ncnc(Nc3ccccc3)c2c1,-9.1%
CN(Cc1ccco1)c1ccnc(-c2cccc(C#N)c2)n1,2.6%
CN(C)c1nc(-c2cccc(C#N)c2)nc2ccccc12,-8.2%
O=S(=O)(c1ccccc1)N1CCC2(CCCN(Cc3nccs3)C2)CC1,-14.9%
COc1ccccc1CCn1c(=O)c(CCc2ccccc2)nc2cncnc21,8.0%
COCC(=O)N1CCC2(CC1)CN(Cc1nccs1)C2,8.0%
Cc1ccccc1-c1cc(N(C)Cc2ccco2)ncn1,-4.4%
COC(=O)N1CCC2(CCN(Cc3ccccc3OC)CC2)CC1,7.9%
COc1ccccc1CNc1ncnc2ccc(-c3c(C)noc3C)cc12,-6.2%
COc1cccc(-c2nccc(NCc3ccccc3)n2)c1,8.9%
CN(C)C(=O)c1ccc(-c2cncnc2Nc2ccccc2)cc1,-2.1%
COCC(=O)N1CCC2(CCCN(C(=O)Nc3ccc(OC)cc3)C2)CC1,-3.8%
COc1ccc(CNc2ccnc(-c3cccc(NS(C)(=O)=O)c3)n2)c(OC)c1,-4.4%
FC(F)(F)c1ccccc1-c1ccc2ncnc(NC3CC3)c2c1,-9.8%
CN1CCN(c2ccnc(-c3ccoc3)n2)CC1,0.4%
Cn1cc(-c2nc3cncnc3n(C3CC3)c2=O)c2ccccc21,6.7%
COc1ccc2[nH]cc(CCNc3ncnc4ccc(-c5c(C)noc5C)cc34)c2c1,-15.5%
CC(C)NC(=O)N1CC2(CCN(S(=O)(=O)c3ccccc3)CC2)C1,6.2%
O=C(Oc1ccccc1)N1CCC2(CCCN(c3cccc(-c4ccccc4)c3)C2)CC1,3.3%
COc1ccccc1CN1CCC2(CC1)CCN(C(=O)c1ccco1)CC2,-4.1%
COc1ccc(Oc2ncc3nc(-c4cn(C)c5ccccc45)c(=O)n(CCC#N)c3n2)cc1,-0.6%
O=c1c(-c2ccccc2)nc2cnc(Oc3ccccc3)nc2n1Cc1cccs1,6.4%
CCNc1ncc2nc(-c3ccc(F)cc3)c(=O)n(C)c2n1,15.5%
COc1ccc(CNc2ncnc3ccc(-c4cccc(NS(C)(=O)=O)c4)cc23)c(OC)c1,-27.2%

# Overlap with the part before: 2 entries; new compounds follow.
SMILES,N370S GC
CCNc1ncc2nc(-c3ccc(F)cc3)c(=O)n(C)c2n1,15.5%
COc1ccc(CNc2ncnc3ccc(-c4cccc(NS(C)(=O)=O)c4)cc23)c(OC)c1,-27.2%
COCCn1c(=O)c(-c2cc(F)cc(F)c2)nc2cnc(N3CCNCC3)nc21,-5.0%
O=C(c1csnn1)N1CCC2(CC1)CN(c1ccccc1)C2,-3.3%
COC(=O)N1CCC[C@@]2(CCN(C(=O)NC(C)C)C2)C1,-10.1%
CN(C)c1ncc2nc(-c3cccs3)c(=O)n(C)c2n1,11.2%
O=c1cnc2cnc(Oc3ccccc3)nc2n1C1CC1,11.8%
O=C(c1ccncc1)N1CCC2(CCCN(c3cccc(-c4ccccc4)c3)C2)CC1,-16.8%
CN(C)Cc1ccccc1-c1cncnc1NCc1ccccc1,-7.5%
COCCn1c(=O)c(-c2cc(F)cc(F)c2)nc2cnc(Oc3cccc(Cl)c3)nc21,9.1%
Cc1ccc(S(=O)(=O)N(C(=N)N)c2nc(N(C)C)nc(N(C)C)n2)cc1,3.3%

# Filtered by structure, those above containing a carbonyl joined to an NH by a bond outside any ring
SMILES,N370S GC
COCCNC(=O)/C(C#N)=c1\s/c(=C\c2ccccc2OC(F)F)c(=O)n1Cc1ccccc1,-5.1%
O=C(Nc1cccc(F)c1)N1CC2(CCN(C(=O)c3csnn3)CC2)C1,9.5%
COCC(=O)N1CCC[C@@]2(CCN(C(=O)Nc3ccc(OC)cc3)C2)C1,-0.2%
CN1CCc2c(sc(NC(=O)c3ccc(S(=O)(=O)N4CCc5ccccc54)cc3)c2C(N)=O)C1,-24.8%
O=C(Nc1cccc(F)c1)N1CCCC2(CCN(C(=O)c3csnn3)CC2)C1,2.8%
COc1cccc(C(=O)CC(=O)C(=O)Nc2cc(OC)c(OC)c(OC)c2)c1,-9.4%
COc1ccc(NC(=O)N2CC3(CCN(C(=O)c4cccc(F)c4)CC3)C2)cc1,-7.6%
Cn1cccc1C(=O)N1CCC2(CCCN(C(=O)Nc3cccc(C#N)c3)C2)CC1,-1.7%
COc1ccccc1-c1ccc2ncnc(NCCNC(C)=O)c2c1,-18.0%
CC(C)NC(=O)N1CC2(CCN(C(=O)c3ccncc3)CC2)C1,2.7%
COCC(=O)N1CCC2(CCCN(C(=O)Nc3ccc(OC)cc3)C2)CC1,-3.8%
CC(C)NC(=O)N1CC2(CCN(S(=O)(=O)c3ccccc3)CC2)C1,6.2%
COC(=O)N1CCC[C@@]2(CCN(C(=O)NC(C)C)C2)C1,-10.1%

# Source: PubChem BioAssay

# Not all compounds are listed. The share of hits here may be higher or lower than overall.
